HSF1 inhib – HSF1 inhibition. AID 2098. activity change, negative = inhibition, % at 7.5 µM (by protocol). NIH3T3-HGL HSE-luciferase, MG132-induced, luminescence 8 h; hits give low values. actives 0.77% (n = 300,000);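 active means more than half of replicate wells show activity change below -50%, luminescence cut by over half; inconclusive means some wells, but at most half, below -50%; inactive means no replicate well below -50%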;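 further: luciferase reports HSF-1 transcriptional activity via heat shock element; 0% = median of DMSO wells and -100% = zero luminescence signal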
HIF act – HIF pathway transcriptional activation; U2OS HRE-luciferase reporter, luminescence; normalized: DMSO 0%, desferrioxamine 100%; activation, % at 7.5 µM (by protocol); actives 0.32% (n = 300,000);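 active means mean activation of at least 10% of the iron chelator positive control signal, with at least half of replicates also reaching 10%; inconclusive means mean and replicate majority disagree about reaching 10%; inactive means mean and most replicates under 10%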
Platelet DG rel – modulates dense granule release in human platelets; AID 1663; inhibition, %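 (compounds screened at 7.5 µM in platelet-rich plasma)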; actives 0.22% (n = 300,000); human platelet-rich plasma, SFLLRN dense granule ATP release, luminescence;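 active means mean replicate score, as percent of positive control, at or above 50; inconclusive means mean below 50 but at least one replicate at or above 50; inactive means mean and every replicate below 50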
HSF-1 act – increases HSF-1 driven luciferase reporter signal. AID 504408. actives 1.7% (n = 300,000). activation, % at 9 µM. NIH3T3-HGL HSF-1 luciferase reporter, MG132, 8 h; 100% = twice DMSO control signal;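 active means mean replicate activation of at least 50% with a set share of replicates each reaching 50%; inconclusive means only one of those two conditions met; inactive means mean below 50% and too few replicates reaching it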;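 further: 0% = median of the neutral control wells and 100% = twice that signal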
HSP90 inh – HSP90 refolding inhibition in rabbit reticulocyte lysate. luciferase refolding luminescence, 3 h. inhibition, % at 5.6 µM. actives 0.91% (n = 290,000);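 active means inhibition above the screen-wide mean plus 3 SD, computed separately per campaign, cut at about 16% in these data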;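 further: 0% = DMSO wells and 100% = 60 µM geldanamycin wells; inhibitors lower the luminescence because luciferase stays unfolded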
IEC-6 tox – IEC-6 cytotoxicity, counter-screen for KLF5 inhibitors; luminescence viability; inhibition, % at 5 µM; actives 0.78% (n = 290,000); AID 1825; in the data active means inhibition above about 22%;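 further: 0% = plate median of test compound wells and 100% = cytotoxic reference compound wells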
AI-2 QS mod – Vibrio harveyi AI-2 quorum sensing modulation | Vibrio harveyi JMH597 AI-2 luminescence/OD600 ratio, 9 h; hits give low values; strain lacks LuxN and CqsS sensors; 0 = neutral-control median | activity change, % at 7.5 µM | actives 0.4% (n = 300,000) | AID 2094; in the data active means activity change below about -75%, passing the limit was not always enough; inconclusive means no clear call, values can overlap the other calls;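 further: luminescence divided by OD600 gain over 9 h not by final OD600 alone; inactives centre near 13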
aSyn 5UTR inh – MLPCN primary screen, SNCA 5' untranslated region | actives 0.82% (n = 300,000) | inhibition, % (tested at 7.5 µM) | alpha-synuclein 5'UTR reporter, inhibitor activity | AID 1813; in the data active means inhibition above about 60%; inconclusive means no clear call, values can overlap the other calls;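 further: H4 neuroglioblastoma cells stably carrying SNCA 5'UTR luciferase fusion; 0% = DMSO wells and 100% = positive control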
KLF5 inh – inhibitors of KLF5 expression | DLD-1 KLF5 promoter-luciferase reporter, luminescence | inhibition, % at 5 µM | actives 0.23% (n = 290,000) | AID 1700;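 active means inhibition above a per-plate limit of that plate's mean compound inhibition plus 3 SD, cut at about 60% in these data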;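 further: 0% = DMSO wells and 100% = LY294002 at 200 µM; higher means less KLF5 promoter-driven luciferase light; inactives centre near -14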
SKKanGAS inh – SKKanGAS growth inhibition; S. pyogenes SKKanGAS, kanamycin growth, BacTiter-Glo, 6 h; inhibition, % at 7.5 µM; actives 1.3% (n = 300,000); AID 1662;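 active means mean replicate score, as percent of positive control median, at least 50; inconclusive means mean below 50 but one replicate at or above 50; inactive means mean and every replicate below 50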;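 further: strain carries kanamycin resistance gene driven by streptokinase promoter and grows in 40 µg/ml kanamycin; loss of luminescence reflects streptokinase promoter inhibition or plain growth inhibition; 0% = median of DMSO wells and 100% = positive control at its reference dose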
Starred values were filed as active, the others as inactive; ? = inconclusive; / = no result given. Not a hit list. About 6% of those tested had a hit in this group.

SMILES	HSF1 inhib	HIF act	Platelet DG rel	HSF-1 act	HSP90 inh	IEC-6 tox	AI-2 QS mod	aSyn 5UTR inh	KLF5 inh	SKKanGAS inh
O=c1c2c(-c3cccs3)csc2ncn1-c1ccc(Br)cc1	8	-0.5	-7	45	5	6	22	23	16	-5
Cn1ncc2c(Nc3ccc(Br)cc3)nc(Nc3ccc(Br)cc3)nc21	-10	-0.1	6	-2	1	8	16	-6	-7	106*
O=C(O)Cc1ccc(-c2ccccc2-c2ccccc2)cc1	0	-0.1	-28	-9	3	6	0	-9	12	-7
O=C(O)C(=O)/C(=C\c1cccc(Cl)c1)c1ccc2ccccc2n1	17	4.1	1	60*	-4	0	24	-80	-30	4
CCOCCCNC(=O)C(c1ccc(OC)cc1)N(Cc1cccs1)C(=O)c1ccccc1O (configuration not stated)	9	-0.2	8	-1	1	-8	58	-16	-17	-4
CN(C)S(=O)(=O)c1cccc(NC(=O)CO/N=C(\N)c2ccccc2)c1	2	1.6	-1	7	/	/	18	21	/	-3
O=C1C(C=NCc2ccncc2)=C(O)c2ccccc21	-3	0.6	25	2	5	0	44	-4	-45	6
CC1NC(=O)NC1CCCCCC(=O)Nc1ccc(F)cc1 (configuration not stated)	0	-0.5	12	4	3	0	17	31	-38	0
COc1ccccc1NC(=O)Nc1ccc(-n2ccc(C(F)(F)F)n2)cc1	31	4.8	1	47	-4	2	21	-212	-101	3
CCC(C)NC(=O)[C@H](CSCc1ccccc1)N1Cc2ccccc2C1=O (some centres not stated)	2	/	-4	-2	1	4	7	3	-9	-2
O=C1c2cccc3cccc(c23)C(=O)N1CCCn1ccnc1	-7	-0.2	2	1	/	/	-2	-25	/	14
O=C(CCN1C(=O)c2ccccc2C1=O)N1CCN(C2c3ccccc3-c3ccccc32)CC1	-1	-2.8	-3	8	-3	1	8	19	-23	10
COC(=O)CN(c1ccc(OC)cc1OC)S(=O)(=O)c1ccccc1[N+](=O)[O-]	-6	0.1	-1	-13	-2	-2	11	-15	-8	1
CN(C(=O)COC(=O)c1cc(NS(=O)(=O)c2cc([N+](=O)[O-])ccc2Cl)ccc1O)C1CCCCC1	9	3.3	-14	15	0	4	39	2	-9	10
Cc1ccc([N+](=O)[O-])cc1NC(=S)NC(=O)c1cccs1	2	0.0	10	12	2	4	11	-58	-3	-3
COc1nc(-c2ccccc2)c2cc(Br)ccc2n1	-68*	0.0	0	-75	/	/	31	5	/	-10
Cc1ccc(-c2csc(NC(=O)CCNC(=O)c3ccc(Cl)cc3)n2)cc1	-2	-0.3	2	19	1	-2	15	5	-1	-8
O=C(NCCc1ccc(Cl)cc1)c1cccc(N2CCCC2=O)c1	13	3.2	-2	17	-3	-2	33	-22	-115	1
O=C(NN1CCCCC1)c1cccc(COc2ccc(Cl)cc2)c1	-16	-0.7	-8	-14	0	1	4	-167	-53	-7
CCCn1c(SCC(=O)NC2CCCCC2)nnc1-c1cccnc1	1	-0.5	5	11	-3	-3	14	5	-22	-1
O=C(CC(=O)NCc1ccc(Cl)cc1)NCc1ccccc1	-5	0.5	/	-12	-4	-6	-5	18	-48	0
COc1ccc(-n2c(SCC(=O)NCc3ccco3)nnc2-c2c[nH]c3ccccc23)cc1	1	-0.4	0	8	3	-3	6	33	-29	2
CC1C(c2ccccc2)=[N+]([O-])C2(CCCC2)N1O (configuration not stated)	-7	0.5	-2	3	3	-2	32	13	-13	-9
Fc1ccccc1Cc1noc(CN2CCN(Cc3ccc4c(c3)OCO4)CC2)n1	-1	0.0	7	-3	-1	1	15	-12	4	-4
O=C(Cn1c(-c2ccccn2)nc2ccccc21)N/N=C/c1ccccn1	2	0.0	4	-2	2	-7	25	-1	-9	3
CCOC(=O)N1CCN(c2c(NCc3ccccc3OC)c(=O)c2=O)CC1	-3	-0.5	15	6	-1	4	11	35	4	-3
COc1cccc(NC(=O)Nc2ccccc2C(N)=O)c1	-4	0.1	13	8	-2	1	18	0	11	1
O=C(/C=C/Nc1ccc(S(=O)(=O)Nc2cnc3ccccc3n2)cc1)c1cccnc1	2	0.1	-1	6	5	10	18	9	-3	5
CC(C)C(c1nnnn1Cc1ccco1)N1CCN(C2CCCC2)CC1 (configuration not stated)	-6	0.3	0	2	2	-5	-15	-4	-1	-1
CCCCC(CC)CNCc1cccn1CCN1CCOCC1 (configuration not stated)	-2	0.4	1	-9	-2	-4	5	8	-3	2
Cc1cc(CNC(=O)c2ccc(C)c([N+](=O)[O-])c2)c2ccccc2n1	-5	0.9	7	4	0	-1	13	1	-9	6
CCOc1cc(NC(=S)NCC2CCCO2)c(OCC)cc1NC(=O)C1CC1 (configuration not stated)	3	-0.2	1	10	-2	-1	10	-15	-21	-2
CN(C)c1ccc(NS(=O)(=O)c2ccc(Cl)cc2)cc1	-44	1.2	-4	-47	-3	10	-8	-11	2	2
c1ccc2c(c1)OCC(c1csc3ncnc(N4CCCC4)c13)O2 (configuration not stated)	3	-0.4	1	19	2	2	-6	29	-12	-4
Cc1ccc2nc(SCC(=O)c3c(C)[nH]c4ccccc34)[nH]c2c1	8	0.3	1	6	-2	22	27	-18	-15	-19
Cc1cccc(N(C(=O)Cn2nnc(-c3ccc(F)cc3)n2)C(C(=O)NC(C)(C)C)c2ccncc2)c1 (configuration not stated)	1	-0.1	3	3	5	2	4	-3	-17	-6
O=C(CSc1nnc(CN2CCOCC2)n1-c1ccc(Cl)cc1)Nc1ccc2c(c1)OCO2	2	-0.2	0	-2	2	1	11	7	-3	6
Cc1ccccc1OCC(O)CN1CCN(C)CC1 (configuration not stated)	-4	-0.1	2	-23	4	-4	8	-17	-16	8
COc1ccc(Cn2c(O)c(C=Nc3ccc(C)cc3)c3ccccc3c2=O)cc1	-1	-0.4	7	-4	-2	-5	19	42	-21	-1
CCOC(=O)Cc1csc(NC(=O)Nc2ccc(OC(F)(F)F)cc2)n1	15	0.6	-3	21	-1	-1	-23	-30	-27	5
Cc1ccc(NC(=O)CCc2c(C)nn(-c3ccc(N4CCOCC4)nn3)c2C)cc1F	6	2.2	7	-18	0	-10	37	-86	-69	5
CCOC(=O)N(CC)OC(=O)Nc1ccc(Cl)cc1	-2	0.4	3	16	3	4	11	-15	-23	-1
COc1cc(C(=O)N/N=C/c2sccc2C)cc(OC)c1OC	-7	1.6	6	-21	-3	89*	13	114*	70*	-1
Cc1ccccc1CN(C)Cc1cc(=O)oc2c(C)c(C)ccc12	12	0.1	13	35	1	28*	22	14	-22	10
Cc1ccc(S(=O)(=O)N2CCOCC2)cc1C(=O)Nc1ccc(S(=O)(=O)Nc2nccs2)cc1	/	/	-4	/	0	2	20	-9	-19	5
CCCC1(C(=O)OCC)NC(c2ccc(N(C)C)cc2)C2C(=O)N(c3ccc(F)cc3)C(=O)C21 (configuration not stated)	1	-0.7	-8	-16	1	-3	11	2	-21	5
Cc1ccc2nc(COc3ccc(Cl)cc3)cc(=O)n2c1	45	1.5	31	66*	1	0	-1	-109	-32	-5
O=C(NCCC1=CCCCC1)C1CCN(S(=O)(=O)c2ccc(Br)s2)CC1	-1	-0.8	-17	2	9	5	11	25	-10	5
CCn1nc(C(=O)OCC(=O)NC(C)C)c2ccccc2c1=O	?	38*	-1	-87	1	6	10	-18	4	-3
Oc1ccc(-c2cnc3ccccc3n2)cc1	15	1.2	-10	29	/	/	6	-72	/	6
O=C(COC(=O)c1ccccc1NC(=O)c1ccco1)Nc1ccc2c(c1)OCO2	6	0.1	3	4	0	3	13	-23	-3	13
c1ccc(-c2cc(-c3ccccc3)[nH]n2)cc1	28	2.8	1	33	-4	9	7	-106	-139	-3
OCCCn1c(-c2ccccc2)csc1=Nc1ccccc1	4	1.3	-9	6	2	-16	6	8	-42	-3
CCCCNC(=S)NNC(=O)c1ccoc1C	19	-0.1	5	2	-1	4	10	-17	-55	0
Cc1ccc(C(C)C)c(OCc2nnc(SCC(=O)Nc3ncc(C)s3)n2C)c1	1	/	0	-1	1	-3	21	30	-22	-6
CCC(C)NCCOCCOc1ccc(C)cc1OC (configuration not stated)	-4	0.1	5	-24	4	0	9	6	-16	2
O=C(Nc1cccc([N+](=O)[O-])c1)c1ccc(CN2CCOCC2)cc1	14	4.0	-2	18	4	-6	20	-124	-62	2
Cc1nc(NC(=O)CCc2ccccc2)sc1C	10	2.3	0	9	0	6	/	-86	-65	-1

An excerpt taken from the entries so far, as a working copy:
SMILES	HSF1 inhib	HIF act	Platelet DG rel	HSF-1 act	HSP90 inh	IEC-6 tox	AI-2 QS mod	aSyn 5UTR inh	KLF5 inh	SKKanGAS inh
COc1cc(C(=O)N/N=C/c2sccc2C)cc(OC)c1OC	-7	1.6	6	-21	-3	89*	13	114*	70*	-1
Cc1ccccc1CN(C)Cc1cc(=O)oc2c(C)c(C)ccc12	12	0.1	13	35	1	28*	22	14	-22	10
Cc1ccc(S(=O)(=O)N2CCOCC2)cc1C(=O)Nc1ccc(S(=O)(=O)Nc2nccs2)cc1	/	/	-4	/	0	2	20	-9	-19	5
CCCC1(C(=O)OCC)NC(c2ccc(N(C)C)cc2)C2C(=O)N(c3ccc(F)cc3)C(=O)C21 (configuration not stated)	1	-0.7	-8	-16	1	-3	11	2	-21	5
Cc1ccc2nc(COc3ccc(Cl)cc3)cc(=O)n2c1	45	1.5	31	66*	1	0	-1	-109	-32	-5
O=C(NCCC1=CCCCC1)C1CCN(S(=O)(=O)c2ccc(Br)s2)CC1	-1	-0.8	-17	2	9	5	11	25	-10	5
CCn1nc(C(=O)OCC(=O)NC(C)C)c2ccccc2c1=O	?	38*	-1	-87	1	6	10	-18	4	-3
Oc1ccc(-c2cnc3ccccc3n2)cc1	15	1.2	-10	29	/	/	6	-72	/	6
O=C(COC(=O)c1ccccc1NC(=O)c1ccco1)Nc1ccc2c(c1)OCO2	6	0.1	3	4	0	3	13	-23	-3	13
c1ccc(-c2cc(-c3ccccc3)[nH]n2)cc1	28	2.8	1	33	-4	9	7	-106	-139	-3
OCCCn1c(-c2ccccc2)csc1=Nc1ccccc1	4	1.3	-9	6	2	-16	6	8	-42	-3
CCCCNC(=S)NNC(=O)c1ccoc1C	19	-0.1	5	2	-1	4	10	-17	-55	0
Cc1ccc(C(C)C)c(OCc2nnc(SCC(=O)Nc3ncc(C)s3)n2C)c1	1	/	0	-1	1	-3	21	30	-22	-6
